H1N1 NS1A inhibition = H1N1 influenza NS1A inhibitors, functional cell based assay (AID 504329). NS1A functional cell-based assay, percent inhibition; higher % means a stronger effect. inhibition, % at 12.5 µM, or IC50 in µM where a hit was titrated. 0.3% of 340,000 active; in the data active = a potency from the dose series; inconclusive = inhibition above about 27% without an active follow-up result; note: strong numbers were not always called active
VEEV TC-83 Vero = inhibitors of VEEV TC-83 cytopathic effect, confirmation, Vero cells (AID 588727) | Vero cells, VEEV TC-83 cytopathic effect inhibition; higher % means a stronger effect | 0.13% of 350,000 active | one-dose inhibition, % at 20 µM; IC50 in µM for titrated hits; in the data active = a potency from the dose series; inconclusive = inhibition mostly from about 14% at the one dose, without a potency; inactive = the rest, 99 in 100 with inhibition below about 12%; note: strong numbers were not always called active
Salmonella PhoP GFP = Inhibition of PhoP regulon, Salmonella typhi GFP reporter cells, confirmation, 4 h (AID 1850); Salmonella Typhi PhoP-promoter GFP reporter, fluorescence, 4 h; higher % means a stronger effect; inhibition, % at 50 µM, or IC50 in µM where a hit was titrated; 0.33% of 310,000 active; in the data active = a potency from the dose series; inconclusive = inhibition mostly from about 25% at the one dose, without a potency; inactive = the rest, 99 in 100 with inhibition below about 19%;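 note: 0% = induced wells with vehicle and 100% = uninduced wells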
M. tuberculosis = growth inhibition of non-replicating M. tuberculosis (AID 488890); Mycobacterium tuberculosis non-replicating, growth inhibition; higher % means a stronger effect; inhibition, % at 25 µM; hits with a dose series show IC50 in µM; 0.39% of 320,000 active; in the data active = a potency from the dose series; inconclusive = inhibition mostly from about 82% at the one dose, without a potency; inactive = the rest, 99 in 100 with inhibition below about 76%;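 note: plate controls were DMSO cells for no effect and high antibiotic wells for full effect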
M. tuberculosis HTS = M. tuberculosis growth inhibition, HTS (AID 449762). inhibition, % at 25 µM; hits with a dose series show IC50 in µM. 0.59% of 330,000 active. M. tuberculosis H37Rv growth inhibition, 7H9 media; higher % means a stronger effect; in the data active = a potency from the dose series; inconclusive = inhibition above about 70% without an active follow-up result;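 note: bacterial growth assessed after seven days of incubation; strong numbers were not always called active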
VEEV TC-83 Vero 10K pilot screen = second read-out of VEEV TC-83 Vero, no call of its own (marks repeat the call); inhibition, %; measured here: 10K pilot screen inhibition
* hit, by the source's call; i = inactive; ? = inconclusive; / = no result given.

SMILES	H1N1 NS1A inhibition	VEEV TC-83 Vero	Salmonella PhoP GFP	M. tuberculosis	M. tuberculosis HTS	others
C/C(=N\Nc1ccc([N+](=O)[O-])cc1[N+](=O)[O-])C(C)(C)C(C(=O)O)C(=O)O	2%	0.9%	4%	-5%	4%
COc1ccc(Cl)cc1NC(=O)C1CC(c2ccccc2O)=NO1 (stereo not given)	-2%	i	3%	-18%	1%
COc1ccc(OC)c(NC(=O)COC(=O)CCc2nc3ccccc3c(=O)[nH]2)c1	-26%	1.1%	/	-4%	-5%
COc1ccccc1NS(=O)(=O)c1cc(NC(=O)c2cccs2)ccc1N1CCOCC1	3%	6.7%	-5%	8%	2%
Cc1cccc(C(=O)NC(=S)NNC(=O)c2ccc(Cl)cc2)c1	1%	9.6%	3%	?	?
CCCOc1ccc(C(=O)ON=C2CCN(C)CC2)cc1	2%	1.1%	-3%	63%	34%
COC(=O)c1cc(-c2cccc(OC)c2)c2c(=O)[nH]c(=O)n(C)c2n1	-18%	0.6%	6%	-16%	11%
COc1cc(NC(=S)N(C)CCC#N)c(OC)cc1Cl	1%	i	8%	-10%	-6%
O=C(NCN1CCCCC1)c1cnccn1	-18%	1.3%	4%	3%	8%
COc1cc(Br)cc(CN2CCN(C=O)CC2)c1O	2%	4.8%	1%	-9%	-1%
O/N=C/c1ccc2cccc(O)c2n1	2%	0.1%	16%	?	?
Cc1ccc2c(c1)C(=O)C(=O)N2CC(=O)Nc1ccc(N2CCOCC2)cc1	8%	2.9%	1%	5%	7%
CCCc1nc2c([nH]1)C(c1cccnc1)C(C#N)=C(N)O2 (stereo not given)	0%	1.4%	-1%	-12%	0%
O=C1Cc2ccccc2C(=O)N1c1ccc(F)cc1Cl	6%	1.6%	4%	-14%	-3%
O=C(Nc1ccc(S(=O)(=O)N2CCCCC2)cc1)c1ccc(Cl)nc1	-2%	8.7%	/	51%	3%
Nc1nc(-c2ccccc2)cc(-c2ccccc2)n1	-21%	5.6%	9%	-19%	-1%
O=C(CN1C(=O)CCC1=O)Nc1nc(-c2ccccn2)cs1	4.8µM*	0.8%	5%	/	9%
COc1ccc(S(=O)(=O)NCc2ccccn2)c(C)c1C	2%	i	11%	8%	0%
CCC(C)N1CCC(Oc2ccc(C(=O)NCc3ccccn3)cc2)CC1 (stereo not given)	-10%	0.3%	3%	-9%	-1%
O=C(CCn1c(=O)[nH]c2ccccc2c1=O)NCCSCc1ccccc1	-2%	1.3%	-11%	-12%	0%
S=C1NC[C@H](CC2CCCCC2)N1CC1CCCCC1	5%	i	-6%	48%	2%
CC1CCN(c2c(NCC3CCC(C(=O)NC4CCCCCC4)CC3)c(=O)c2=O)CC1 (stereo not given)	-1%	0.9%	-1%	0%	-7%
O=C(C/C(=N/O)c1ccccc1O)C(F)F	-9%	i	-2%	5%	0%
CNCC(O)Cn1c(C(F)(F)F)nc2ccccc21 (stereo not given)	16%	0.6%	11%	-8%	-2%	VEEV TC-83 Vero 10K pilot screen=1.0
COc1cccc(NC(=O)COC(=O)c2c(C)noc2C)c1	1%	1.9%	/	-4%	-6%
Cc1ccc(C(=O)Cn2ncsc2=N)cc1	20%	i	-3%	/	/
Nc1ncnc(Nc2cc(Cl)cc(Cl)c2)c1[N+](=O)[O-]	-1%	i	22%	-4%	2%
COc1cc2c(cc1OC)-c1cc(NC3CC3)nc(=O)n1CC2	-25%	?	-11%	-2%	-3%
Cc1cccc(NC(=O)C2CC(=O)OC23CCCC3)c1 (stereo not given)	-1%	0.5%	8%	5%	-5%
Cc1ccc(CS(=O)Cc2ccc(C(=O)NCc3ccc(OC(C)C)cc3)o2)cc1 (stereo not given)	7%	1.1%	-12%	6%	5%

Next part (three carried over from the part before).
SMILES	H1N1 NS1A inhibition	VEEV TC-83 Vero	Salmonella PhoP GFP	M. tuberculosis	M. tuberculosis HTS	others
COc1cc2c(cc1OC)-c1cc(NC3CC3)nc(=O)n1CC2	-25%	?	-11%	-2%	-3%
Cc1cccc(NC(=O)C2CC(=O)OC23CCCC3)c1 (stereo not given)	-1%	0.5%	8%	5%	-5%
Cc1ccc(CS(=O)Cc2ccc(C(=O)NCc3ccc(OC(C)C)cc3)o2)cc1 (stereo not given)	7%	1.1%	-12%	6%	5%
CC1CN(C(=O)c2ccccc2OCc2ccccc2Cl)CC(C)O1 (stereo not given)	-10%	1.6%	/	14%	-13%
CCOC(=O)c1ccc(NC(=O)C2COc3ccccc3O2)cc1 (stereo not given)	-24%	0.0%	-6%	?	?
CC1OC(OC2C(CO)OC(OCC3OC(OC(=O)[C@@]45CCC(C)(C)C[C@@H]4C4=CC[C@@H]6[C@@]7(C)CCC(OC8OCC(O)C(O)C8OC8OC(C)C(O)C(O)C8O)[C@@](C)(CO)C7CC[C@@]6(C)[C@]4(C)CC5)C(O)C(O)C3O)C(O)C2O)C(O)C(O)C1O (stereo not given in full)	-5%	i	/	/	/
O=C(Cc1ccccc1[N+](=O)[O-])NCCCc1ccccc1	3%	i	-7%	22%	2%
COc1cc(OC)cc(OC(=O)C2CCN(S(=O)(=O)c3ccc(OC)c(OC)c3)CC2)c1	0%	i	6%	4%	-1%
COC(=O)c1ccc(N2CCN(C)CC2)c(NC(=O)c2ccc(Br)o2)c1	-9%	8.9%	-7%	6%	-17%
CCCC[n+]1c(-c2ccc(Cl)cc2Cl)csc1Nc1ccccc1	9%	5.4%	-11%	29%	11%
O=C(CSCc1ccc([N+](=O)[O-])cc1)NC1CCCCCC1	9%	i	-9%	37%	1%
COc1cc(OC)cc(-n2nnnc2SCC(=O)Nc2ccc(C(C)=O)cc2)c1	9%	0.1%	12%	-14%	-4%
COc1ccccc1Nc1nc(-c2c(C)[nH]c3ccccc23)cs1	-4%	6.9%	-17%	10%	-15%
Cc1ccc(S(=O)(=O)N2CCN(c3ccccn3)CC2)cc1	/	1.8%	-1%	-10%	-5%
CN(C(=O)c1ccccc1C(=O)OCC(=O)c1ccc(F)cc1)c1ccccc1	-10%	i	/	19%	-3%
CCN1CC(CN(C)Cc2nc(-c3ccc(C(F)(F)F)cc3)no2)CC1=O (stereo not given)	-5%	1.9%	13%	10%	-7%
O=C(Nc1cccc(S(=O)(=O)N2CCOCC2)c1)c1c2c(nc3ccccc13)CCC2	-1%	0.3%	-5%	9%	4%
CNc1nc(C)c(C#N)cc1C(C)=O	7%	0.1%	-4%	6%	-14%

Arranged by molecular weight (descending): part of the list above
SMILES	H1N1 NS1A inhibition	VEEV TC-83 Vero	Salmonella PhoP GFP	M. tuberculosis	M. tuberculosis HTS	others
COc1ccccc1NS(=O)(=O)c1cc(NC(=O)c2cccs2)ccc1N1CCOCC1	3%	6.7%	-5%	8%	2%
COC(=O)c1ccc(N2CCN(C)CC2)c(NC(=O)c2ccc(Br)o2)c1	-9%	8.9%	-7%	6%	-17%
C/C(=N\Nc1ccc([N+](=O)[O-])cc1[N+](=O)[O-])C(C)(C)C(C(=O)O)C(=O)O	2%	0.9%	4%	-5%	4%
CCOC(=O)c1ccc(NC(=O)C2COc3ccccc3O2)cc1 (stereo not given)	-24%	0.0%	-6%	?	?
Cc1ccc(S(=O)(=O)N2CCN(c3ccccn3)CC2)cc1	/	1.8%	-1%	-10%	-5%

The list goes on:
SMILES	H1N1 NS1A inhibition	VEEV TC-83 Vero	Salmonella PhoP GFP	M. tuberculosis	M. tuberculosis HTS	others
Cc1ccn2c(=O)c(NC(=O)c3cccc4ccccc34)c(C)nc2c1	-4%	10%	-3%	-5%	-7%
CCOC(=O)c1c(C)[nH]c(C)c1S(=O)(=O)N1CCOCC1	-1%	0.1%	0%	-3%	0%
Cc1nnc(NCc2ccccc2)c2ccccc12	-3%	0.5%	-7%	59%	7%
COc1cccc(-c2c(C(=O)N/N=C/c3ccoc3)nnn2-c2nonc2N)c1	7%	1.6%	6%	15%	12%
C=CCSc1nc2ccccc2c2nc(-c3ccccc3)nn12	-18%	1.6%	-3%	-8%	-6%
CCOC(=O)Cc1csc(NC(=O)c2cccc(N3C(=O)CCC3=O)c2)n1	-2%	0.4%	2%	50%	-4%
CC1CCN(c2c(NCC3CCC(C(=O)Nc4ccccn4)CC3)c(=O)c2=O)CC1 (stereo not given)	-14%	4.0%	-3%	/	-9%
OCCCn1c(C2CCCN2c2nc(-c3ccc(Cl)cc3)cs2)nc2cc(C(F)(F)F)ccc21 (stereo not given)	-4%	0.7%	-13%	8%	2%
COc1ccc(NC(=O)C(NC(=O)c2ccccc2)C(C)C)cc1 (stereo not given)	0%	2.1%	2%	19%	2%
O=C(/C=C/c1cccs1)c1cc(Cl)ccc1O	-2%	5.9%	5%	46%	8%
O=C(Cn1ccc2cc(S(=O)(=O)N3CCCCC3)ccc21)NCc1ccccc1F	1%	1.8%	4%	22%	-2%
Nc1nnc(CCCCCCCCCCc2nnc(N)s2)s1	4%	i	-8%	-1%	12%
O=C(CCC1CCN(Cc2ccccc2Cl)CC1)NC1CC1	-2%	1.9%	-1%	-9%	5%
CCN(CC)Cc1c(O)ccc2c(=O)c(-c3ccccc3Cl)coc12	-5%	i	-2%	8%	4%
CCOCCOC(=O)c1ccc(-n2cnc(C)n2)nc1	-45%	i	2%	-15%	-1%
Cc1cc(CN2CCCC(C(=O)Nc3ccc(-c4nc5ccccc5[nH]4)cc3)C2)n[nH]1 (stereo not given)	3%	9.0%	-5%	23%	4%
COc1ccc(-c2cc(CN3C(=O)c4ccccc4C3=O)on2)cc1	-1%	1.3%	-6%	0%	2%
O=C(O)CCCCCCCCCCC1CCC(O)C1O (stereo not given)	-1%	3.7%	/	/	/
COc1ccc(-c2nc3cc(C)ccn3c2NCC2CCCO2)cc1OC (stereo not given)	5%	1.4%	6%	25%	-4%
COc1ccccc1NC(=O)c1c(NC(=O)CCC(=O)O)sc2c1CCCCC2	-4%	i	2%	56%	-6%
CCOC(=O)c1c(-c2ccc(C)o2)csc1NC(=O)CSc1nnnn1-c1ccccc1	0%	0.6%	-9%	6%	13%
CC(C)CC(=O)N1CCN(c2ccc([N+](=O)[O-])c(NCc3ccccc3)c2)CC1	20%	i	12%	51%	20%
O=C(O)c1cccc(S(=O)(=O)Nc2ccc([N+](=O)[O-])cc2O)c1	-35%	1.7%	1%	-11%	2%
CCOc1ccc(CCN2C(=O)CCC2(C)C(=O)NC(C)CC)cc1OCC (stereo not given)	2%	3.8%	-4%	63%	-4%
CC1(NC(=O)CCS(=O)(=O)c2ccc(Cl)cc2)CCS(=O)(=O)C1 (stereo not given)	10%	2.0%	/	6%	-2%
CCCCN(C(=O)NC(=O)Nc1cc(C)ccc1C)S(C)(=O)=O	5%	i	-5%	-4%	10%
CCOC(=O)c1c[nH]n(-c2ccc(C)cc2)c1=O	-6%	0.7%	2%	22%	12%
COc1ccc2nc(SCC(=O)Nc3nccs3)[nH]c2c1	-3%	1.3%	-4%	23%	3%
CC1OC(OCC2OC(Oc3c(-c4ccc(O)cc4)oc4cc(O)cc(O)c4c3=O)C(O)C(O)C2O)C(O)C(O)C1O (stereo not given)	-1%	7.6%	11%	-12%	-8%
CCn1c(SCC(=O)Nc2nc(C)c(C(=O)OC)s2)nnc1C(C)C	0%	0.0%	-9%	-2%	-9%
CCn1cc(S(=O)(=O)c2cccc(C)c2)c(=O)c2cc(F)c(N3CCN(C)CC3)cc21	2%	1.1%	8%	6%	4%
O=C(CSc1nnc(Cn2c(=O)sc3ccccc32)n1-c1ccccc1)NCc1ccco1	2%	0.1%	-6%	-1%	-4%
Cc1ccc(CNC(=O)Cn2c(=O)c3sccc3n(Cc3cccc([N+](=O)[O-])c3)c2=O)cc1	/	/	-7%	3%	0%
CCNC(=O)NC(=O)CSc1nc2ccccc2n1CC(C)C	-13%	0.5%	22%	2%	1%
CCOC(=O)N1CCN(CC(O)COC2CC(C)CC(C)(C)C2)CC1 (stereo not given)	0%	0.1%	-4%	-1%	0%
Cc1cc(C)nc(SCc2cn3cc(Cl)ccc3n2)n1	-4%	1.6%	-9%	-12%	7%
COc1ccccc1CNC(=O)COC(=O)c1nc(Cl)ccc1Cl	-1%	i	0%	2%	-4%
COc1ccc2[nH]c(C(=O)O)c(CCN3C(=O)c4cccc([N+](=O)[O-])c4C3=O)c2c1	10%	0.0%	8%	-3%	9%
COCCn1c(=S)[nH]c2cc(C(=O)NCCc3ccc(OC)c(OC)c3)ccc2c1=O	1%	1.2%	-8%	1%	-3%

Compound activity: PubChem, Southern Research Specialized Biocontainment Screening Center
